# SRC3 TRFRET art – TR-FRET artefact, counter-screen to PPARgamma/SRC-3 agonist assay; TR-FRET ratio at 8 µM; 99,000 compounds, 0.39% hits; PPARgamma/SRC-3 format; stronger effect = higher value; in the data active = TR-FRET ratio above about 2000; note: inactives centre near 1600; reference of the scale not given here
# SRC1 TRFRET art – counter-screen for PPARgamma SRC-1 recruitment agonists: TR-FRET artefact; TR-FRET detection artefact counter-screen, emission ratio; stronger effect = higher value; TR-FRET ratio at 8 µM; 99,000 compounds, 0.34% hits; AID 1051; in the data active = TR-FRET ratio above about 2300; note: inactives centre near 1800; reference of the scale not given here
# * marks the source's active call; other numbers are inactive results.
SMILES,SRC3 TRFRET art,SRC1 TRFRET art
COc1cccc(SCC2(O)CCN(C(=O)c3ccc(Cl)cc3)CC2)c1,1584,1865
Cc1ccc(OCC(=O)N2CCN(S(=O)(=O)c3ccccc3)CC2)c([N+](=O)[O-])n1,1447,1512
CS(=O)(=O)c1ccc(SCC(=O)NC2CCS(=O)(=O)C2)c([N+](=O)[O-])c1 (stereo unspecified),1507,1730
CCN(CC)CCNC(=O)c1ccc(NS(=O)(=O)c2ccc3c(c2)OCCO3)cc1,1582,1574
Nc1nc(-c2ccccc2)[nH]c(=O)c1N,1784,1912
CC(NC(=O)c1ccc(Cl)cc1Cl)C(c1ccccc1)N1CCOCC1 (stereo unspecified),1545,1836
CC1CCCN(c2nc3c(c(=O)[nH]c(=O)n3C)n2CCCc2ccccc2)C1 (stereo unspecified),1630,1903
CCOC(=O)c1ccc(COC(=O)CNS(=O)(=O)c2ccccc2)cc1,1384,1903
COc1cccc(/C=N\NC(=O)c2ccc(Cn3cc(Br)c([N+](=O)[O-])n3)o2)c1O,1758,2043
O=C(CCN1CCN(C/C=C/c2ccccc2)CC1)Nc1ccccc1F,1585,1742
CCN(CC)c1ccc2cc(C(N)=O)c(=N)oc2c1,1637,1937
CC1(C)C(C=C(Cl)Cl)C1C(=O)N(Cc1ccccc1Cl)C1CCS(=O)(=O)C1 (stereo unspecified),1564,1634
N#CC1=C(N)Oc2n[nH]c(-c3cccs3)c2C1c1ccncc1 (stereo unspecified),1551,1944
Cc1nc2cc3sc(C)nc3cc2s1,1640,1913
O=C(Nc1cnn(Cc2ccccc2)c1)c1cc2nc(-c3ccco3)cc(C(F)(F)F)n2n1,1659,1752
CN1CCN(Cc2nc3ccccc3c(=O)n2Cc2nc(-c3ccc4ccccc4c3)cs2)CC1,1516,1755
O=C(NC(=S)N1CCCCCC1)c1ccccc1Cl,1507,1978
COc1ccc(-c2csc(NC(=O)C3COc4ccccc4O3)n2)cc1OC (stereo unspecified),1434,1593
N#CC1(C#N)[C@@H](C(=O)C23CC4CC(CC(C4)C2)C3)C12CCOCC2,1655,1669
CCn1cc(C2C(C(=O)Nc3cc(C)ccn3)=C(C)NC3=C2C(=O)CC(C)(C)C3)c(C)n1 (stereo unspecified),1467,1636
COc1ccc(/C(N)=N/OC(=O)Cc2ccccc2)cc1,1422,1529
O=C(/C=C/c1ccc(F)cc1)c1ccccc1Br,1512,1981
Cn1cc(/C=N/Nc2ccccc2)c2ccccc21,1599,2086
CCO[C@H]1OC(C(=O)NCc2ccccc2)=C[C@@H](C2CC2)[C@@H]1CCCO,1614,1979
O=C(O)c1cc(N=Nc2c(O)ccc3ccccc23)cc(C(=O)O)c1,1577,1829
COCCCN=Cc1c(C)[nH]n(-c2ccc(Br)cc2Br)c1=O,1537,1879
CCCOc1ccc(/C=C/C(=O)NCc2ccccc2)cc1,1532,1943
CC/C(Cc1ccccc1)=N\NC(=O)c1cc(C)oc1C,1732,1975
COc1ccc(NC(=O)NC(C)C2CC3CCC2C3)cc1 (stereo unspecified),1424,1561
O=C(O)CC/C(=N/Nc1ncc(C(F)(F)F)cc1Cl)C(=O)O,1760,1643
O=S(=O)(/C(=C/c1ccc(C(F)(F)F)cc1)c1nc2ccccc2[nH]1)c1ccccc1,1317,1775
N/C(=N\OC(=O)CCCCCN1C(=O)c2ccccc2C1=O)c1ccccn1,1422,1847
Cc1ccc(OC(C)C(=O)Nc2ccc(C)c(S(=O)(=O)Nc3ccc(C)cc3C)c2)cc1 (stereo unspecified),1524,1712
O=C(COC(=O)c1cc(-c2cccs2)nn1-c1ccccc1)Nc1ccc(Cl)c([N+](=O)[O-])c1,1437,1918
CCCCCCCCCC(=O)NNC(=O)c1c(O)c2ccccc2n(CCC)c1=O,1412,1654
CCCCOc1ccc(C(=O)N/C(=C/C=C/c2ccccc2)C(=O)N2CCOCC2)cc1,1386,1801
CC1CCN(S(=O)(=O)c2ccc3ncn(CC(=O)N(C)C4CCCCC4)c(=O)c3c2)CC1,1781,1763
Cc1ccc(-n2c(SCn3nnc4ccccc4c3=O)nnc2-c2cccnc2)c(C)c1,1514,1973
Cc1onc(-c2ccccc2)c1C(=O)N[C@@H]1C(=O)N2[C@@H]1SC(C)(C)[C@@H]2C(=O)O,1688,1907
COc1ccc(-c2ccc(SCC(=O)Nc3nccs3)nn2)cc1OC,1426,1716
Cc1ccc(S(=O)(=O)N(C)C)cc1NC(=S)Nc1ccc2[nH]c(=O)[nH]c2c1,1426,2078
CC1(C)Cc2c(C#N)c(NC3CCCCC3)nc(-c3ccco3)c2CO1,1581,1720
Cc1cc(Nc2ncc(Cl)cc2Cl)n(-c2ccccc2)n1,1556,2021
COc1ccccc1C(=O)NCC(=O)Nc1cccnc1,1517,1950
CCC(C)(C(=O)NC1CCCC1)N(C(=O)Cc1cccs1)c1c(C)n(C)n(-c2ccccc2)c1=O (stereo unspecified),1471,1665
CCOc1ccc(NC(=O)CSc2n[nH]c(N)n2)c([N+](=O)[O-])c1,1549,1717
CCCCN(CCCC)C(=O)C1CC=CCC1C(=O)O (stereo unspecified),1551,1788
O=C(CNc1ccc2ccccc2c1)N/N=C/c1ccc(C(=O)O)cc1,1485,1614
CC(=O)Nc1ccccc1OCc1nnc(-c2ccc(Cl)cc2)o1,1749,2042
Cc1ccccc1C(=O)Nc1ccc(N2CCN(C)CC2)nc1,1462,1585
COc1cc(C=O)ccc1OCC(=O)N1CCCC1,1488,1848
Cn1c(SCc2nnc(-c3ccccc3)o2)nc2ccccc21,1666,1967
CN(C)/C=N/C(=S)Nc1ccccc1Cl,1454,1671
C#CCOCCOCCOCCNc1nc(N2CCN(C(=O)[C@H](CCCCN)n3cc([C@@H](N)CC(C)C)nn3)CC2)nc(N2CCN(C(=O)[C@H](Cc3cc4ccccc4[nH]3)n3cc([C@@H](N)Cc4ccc(O)cc4)nn3)CC2)n1,1530,1729
CN(CCOc1ccccc1)CC(=O)Nc1ccc(Cl)cc1[N+](=O)[O-],1721,1994
Cc1ccsc1/C=N/n1c(-c2ccncc2)n[nH]c1=S,1667,2051
O=C(COc1ccccc1)Nc1ccccc1Oc1ccccc1,1793,1851
CCOc1cccc(/C=N/NC(=O)c2cc(-c3cccn3C)n[nH]2)c1O,1412,1833
Cn1c(CNC(=O)c2ccccc2)nnc1SCC(=O)Nc1nccs1,1581,1677
O=C1CCC(CCC(=O)N2CCCC(C(=O)c3ccc(Cl)cc3)C2)=NN1 (stereo unspecified),1450,1752

# Further structures follow:
SMILES,SRC3 TRFRET art,SRC1 TRFRET art
Brc1ccc(-c2csc3[n+]2CCCCC3)cc1,1369,1650
CCOC(=O)c1ccc(Oc2nc(OC)nc(N(C)C)n2)cc1,1585,1932
COc1cccc(/C=C/C(=O)OCC(=O)Nc2cc(C(F)(F)F)ccc2Cl)c1,1591,1691
CN(c1ccccc1)S(=O)(=O)c1cccc(NC(=O)CSc2nncs2)c1,1697,1930
CC(C)CN(CC(C)C)S(=O)(=O)N1CCC(C(=O)NCc2cccnc2)CC1,1545,1868
CN(CCc1ccccn1)C(=O)CCC1CCCN(C(=O)CCOc2ccccc2)C1 (stereo unspecified),1262,1616
COc1ccc(C(=O)OCC(=O)N2C(C)CCCC2C)cc1[N+](=O)[O-] (stereo unspecified),1689,1799
COCc1ccc(CN2CCCC(CO)(Cc3cccc(Cl)c3)C2)o1 (stereo unspecified),1669,1579
COc1ccc(CCN(CC(=O)NC(C)(C)C)C(=O)Cn2nnc(-c3ccc(C)o3)n2)cc1OC,1466,1879
CCN(CC)S(=O)(=O)c1ccc(/C=C/C(=O)OCC(=O)Nc2ccc(S(N)(=O)=O)cc2)cc1,1508,1597
COc1cc(/C=C/C(=O)O)cc(S(=O)(=O)Nc2ccc(F)cc2)c1OC,1663,1644
CC(C)c1nc(SCC(=O)Nc2ccc3c(c2)OCCO3)n[nH]1,1547,1580
O=C(c1ccc2c3c(cccc13)CC2)C1CCCN(Cc2cccnc2)C1 (stereo unspecified),1571,1771
Cc1c(N(C(=O)c2cnccn2)C2(C(=O)NC3CCCC3)CCCCC2)c(=O)n(-c2ccccc2)n1C,1792,2042
CCOC(=O)N/N=C(C)/C=C/c1ccco1,1482,1580

# Arranged by heavy-atom count (smallest number first): eleven of the compounds above
SMILES,SRC3 TRFRET art,SRC1 TRFRET art
CCOC(=O)N/N=C(C)/C=C/c1ccco1,1482,1580
Brc1ccc(-c2csc3[n+]2CCCCC3)cc1,1369,1650
CCOC(=O)c1ccc(Oc2nc(OC)nc(N(C)C)n2)cc1,1585,1932
COCc1ccc(CN2CCCC(CO)(Cc3cccc(Cl)c3)C2)o1 (stereo unspecified),1669,1579
COc1cc(/C=C/C(=O)O)cc(S(=O)(=O)Nc2ccc(F)cc2)c1OC,1663,1644
O=C(c1ccc2c3c(cccc13)CC2)C1CCCN(Cc2cccnc2)C1 (stereo unspecified),1571,1771
COc1cccc(/C=C/C(=O)OCC(=O)Nc2cc(C(F)(F)F)ccc2Cl)c1,1591,1691
CN(CCc1ccccn1)C(=O)CCC1CCCN(C(=O)CCOc2ccccc2)C1 (stereo unspecified),1262,1616
CCN(CC)S(=O)(=O)c1ccc(/C=C/C(=O)OCC(=O)Nc2ccc(S(N)(=O)=O)cc2)cc1,1508,1597
COc1ccc(CCN(CC(=O)NC(C)(C)C)C(=O)Cn2nnc(-c3ccc(C)o3)n2)cc1OC,1466,1879
Cc1c(N(C(=O)c2cnccn2)C2(C(=O)NC3CCCC3)CCCCC2)c(=O)n(-c2ccccc2)n1C,1792,2042

# Next part:
SMILES,SRC3 TRFRET art,SRC1 TRFRET art
COc1ccc(C(=O)C2CCCN(C(=O)Cn3ccc(C)n3)C2)cc1OC (stereo unspecified),1692,1577
CSCCCNC(=S)N1CCN(c2ccc(C(C)=O)cc2)CC1,1505,2101
CC(C)(C)C(=O)Nc1cc(S(=O)(=O)N2CCCCC2)ccc1N1CCCCC1,1442,1915
Cc1nc(N2CCN(C)CC2)c2cc(-c3ccccc3)sc2n1,1596,1638
COC(=O)NNC(=O)c1ccc(C(C)(C)C)cc1,1764,1876
Cc1[nH]c2ccccc2c1SCc1ccccc1,1684,2037
O=C(NCCSc1ccccn1)c1ccc(Cl)cc1,1612,1788
CN(C(=O)c1coc(=O)c2ccccc12)c1ccc(Br)cc1,1469,1609
O=C(c1ccc(F)cc1)N1CCC(N2CCCCCC2)CC1,1583,1705
O=C(CSc1nc2ncc(Br)cc2[nH]1)c1ccc([N+](=O)[O-])cc1,1692,1647
NC(=O)Cn1nc(C(F)(F)F)c2c1CCCC2,1677,1752
CCOC(=O)N1CCN(S(=O)(=O)c2cccc3nonc23)CC1,1687,1782
O=C(N/N=C/c1ccc(N2CCOCC2)cc1)c1ccccc1NS(=O)(=O)c1cccs1,1564,1753
O=C(N/N=C/c1ccc(Br)s1)c1ccc([N+](=O)[O-])cc1,1404,1656
O=C(O)CN1C(c2ccccc2)=Nc2ccc(Br)cc2C1c1ccccc1 (stereo unspecified),1734,1820

# Fetched by structure from above (2):
SMILES,SRC3 TRFRET art,SRC1 TRFRET art
COC(=O)NNC(=O)c1ccc(C(C)(C)C)cc1,1764,1876
Cc1[nH]c2ccccc2c1SCc1ccccc1,1684,2037

# The list continues.
SMILES,SRC3 TRFRET art,SRC1 TRFRET art
COc1cccc(CN(C(=O)/C=C/c2ccc(Cl)cc2)C2CCS(=O)(=O)C2)c1 (stereo unspecified),1603,1620
CC(C)(C)NC(=O)NC(=O)COC(=O)C1(C)CC1(Cl)Cl (stereo unspecified),1608,1772
COC(=O)Cn1c(=NC(=O)c2ccc([N+](=O)[O-])s2)sc2cc(Br)ccc21,1496,1795
CC1(C(=O)Nc2ccc3ccccc3c2)CC1(Br)Br (stereo unspecified),1471,1723
CC1CCN(C(=O)CNC(=O)Cc2ccccc2)CC1,1318,1754
O=C(N/N=C/c1cccnc1)c1ccccc1OCc1ccc(Br)cc1,1607,1668
COc1cc(/C=C2/NC(=O)N(Cc3ccccc3F)C2=O)ccc1Oc1ccc([N+](=O)[O-])cn1,1493,1878
Cc1ccc(NC(=O)C(OC(=O)c2ccc(C=O)cc2)c2ccccc2)cc1Cl (stereo unspecified),1523,1565
O=C(NCCNc1ccc([N+](=O)[O-])cc1)c1ccco1,1579,1866
COc1ccc2[nH]c(=O)c(CN(CC3CCCO3)S(=O)(=O)c3ccccc3)cc2c1 (stereo unspecified),1780,1776
Cc1cccn2c(CN(C)CCC3CCCCO3)c(C(=O)N3CCCCC3)nc12 (stereo unspecified),1489,1422
CC(=O)N1CCc2c(sc(NC(=O)C3CC3)c2-c2nc3ccccc3s2)C1,1611,2094
Cc1ccc(N2CCN(/N=C/c3ccccc3[N+](=O)[O-])CC2)cc1,1652,1716
c1ccc2c(c1)CCN2CCN1CCc2ccccc21,1455,1845
CC(=O)NCc1ccc(S(=O)(=O)NC(C(=O)O)C(C)C)cc1 (stereo unspecified),1654,1833
CN(C)/C=C(\C#N)S(=O)(=O)C(C)(C)C,1500,1704
CC(Nc1n[nH]c(=O)[nH]c1=O)C(=O)N/N=C/c1cccs1 (stereo unspecified),1782,1835
O=C(Nc1ccc(F)cc1F)c1cc(=O)n(-c2ccccc2)c(=O)[nH]1,1515,1726
CCN(CC)S(=O)(=O)c1ccc(N2CCOCC2)c(NC(=O)C23CC4CC(CC(Cl)(C4)C2)C3)c1,1657,1794
NC(=O)[C@@H]1CCCCNc2c(F)cc([N+](=O)[O-])cc2C(=O)N[C@@H](CCCN=C(N)N)C(=O)NCC(=O)N1,1334,1780
CC(C)(C)C(=O)n1nc(-c2ccccc2)oc1=O,1362,1493
COc1ccc(N2CC(=O)N(c3ccc(OC)c(OC)c3)CC2=O)cc1OC,1585,1745
O=C(CN(CC1CCCO1)C(=O)CNS(=O)(=O)c1ccc(F)cc1)NCc1ccco1 (stereo unspecified),1353,1636
CCN1C(=O)CC(N2CCN(c3cccc(OC)c3)CC2)C1=O (stereo unspecified),1442,1599
C[C@@H]1CCC[C@H](C)N1NC(=O)c1ccc(Cl)c(S(N)(=O)=O)c1,1579,1607

# High-throughput results (PubChem BioAssay)

# The list is partial. The share of hits here may be higher or lower than overall.
